Source: PubChem (The Scripps Research Institute Molecular Screening Center)
TbREL1 inh: TbREL1 inhibition, primary screen | 89,000 compounds, 0.49% hits | inhibition, % at 9.66 µM | AID 1117264 | TbREL1 RNA ligation, FRET fluorescence;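 active = inhibition above the mean inhibition across all screened compounds plus 3 SD, cut at about 11% in these data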;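 note: 0% = plate median of test wells and 100% = NSC42067 control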
Target sequence (P86926 whole entry, looked up): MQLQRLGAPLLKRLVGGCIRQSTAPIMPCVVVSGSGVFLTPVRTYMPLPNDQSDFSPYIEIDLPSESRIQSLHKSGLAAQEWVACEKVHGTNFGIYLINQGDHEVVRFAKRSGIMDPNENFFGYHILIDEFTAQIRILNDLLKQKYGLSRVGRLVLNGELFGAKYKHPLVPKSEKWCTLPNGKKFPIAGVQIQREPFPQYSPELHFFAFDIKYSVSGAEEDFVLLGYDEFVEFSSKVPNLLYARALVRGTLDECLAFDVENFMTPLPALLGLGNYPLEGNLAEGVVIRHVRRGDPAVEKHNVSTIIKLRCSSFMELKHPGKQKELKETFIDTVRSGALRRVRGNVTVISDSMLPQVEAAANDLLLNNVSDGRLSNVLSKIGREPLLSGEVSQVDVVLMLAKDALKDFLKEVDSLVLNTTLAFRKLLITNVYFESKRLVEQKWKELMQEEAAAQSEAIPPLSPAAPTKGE
* hit, by the source's call. Some of the compounds tested, so the mix of outcomes need not match the whole.

item | SMILES | TbREL1 inh
1 | Cc1cc(C)c2nc(N3CCC(C(=O)N4CCN(C(=O)c5ccco5)CC4)CC3)sc2c1 | -1.2
2 | CO[C@H](C(=O)N(C)C[C@@H]1OCc2ccccc2-c2c(n(C)c3ccccc23)C(=O)N([C@H](C)CO)C[C@@H]1C)c1ccccc1 | 0.9
3 | COc1ccc(CC(=O)OCC(=O)Nc2ncc(Cl)cc2Cl)cc1OC | 0.8
4 | c1ccc(SCc2cn(C[C@H]3CC[C@@H]([C@@H]4CC[C@H](Cn5cc(CSc6ccccc6)nn5)O4)O3)nn2)cc1 | 0.3
5 | COc1ccc(C(C(=O)NC2CCCCC2)N(C(=O)c2snc(C(N)=O)c2N)c2ccccc2OC)cc1 (stereo unspecified) | -2.1
6 | Cc1ccccc1-n1c(SC2CCOC2=O)nnc1-c1ccncc1 (stereo unspecified) | 0.3
7 | COc1ccc(NS(=O)(=O)c2cc(NC(=O)Cc3c(F)cccc3Cl)ccc2OC)cc1 | -2.3
8 | CC1CC(C)(C)CC2(C1)NC(=O)N(CC(=O)NCCc1c[nH]c3ccccc13)C2=O (stereo unspecified) | 1.9
9 | Cc1ccccc1OCC(=O)OCC(=O)NCCc1ccccc1 | 3.3
10 | CN(CCOc1ccc(Cl)cc1)C(=O)c1cc([N+](=O)[O-])ccc1N1CCOCC1 | -1.1
11 | Clc1ccccc1-c1nn2c(-c3cc(-c4ccccc4)n[nH]3)nnc2s1 | -0.2
12 | O=C1C=C(c2ccc(C(=O)O)cc2)C[C@@H](c2ccc(Cl)cc2)C1 | -0.2
13 | O=C(Cc1ccc(NC(=O)C2CCCN(C(=O)c3ccccc3)C2)cc1)Nc1ccc(C(=O)N2CCOCC2)cc1 (stereo unspecified) | -0.7
14 | CCOC(=O)c1cnn2c(C)cc(-c3ccccc3)nc12 | 1.0
15 | COc1ccc(-c2noc(CCCC(=O)NC3CCCCC3)n2)cc1OC | -0.9
16 | Nn1c(SCC(=O)N2c3ccccc3Sc3ccccc32)nnc1-c1n[nH]c2c1CCC2 | -0.1
17 | Cc1cc(C(=O)N2CCN(C(c3ccccc3)c3ccccc3)CC2)on1 | 0.0
18 | Cc1cc(-c2nn(-c3ccccc3F)cc2CN2CCCC(O)C2)c(C)s1 (stereo unspecified) | 0.0
19 | O=C(C1CCC(Cn2c(=S)[nH]c3ccccc3c2=O)CC1)N1CCOCC1 (stereo unspecified) | -2.5
20 | CCOC(=O)COn1c(=O)c(=O)n(OC)c2ccccc21 | -0.5
21 | Cn1c(N)c(S(=O)(=O)N2CCN(c3ccccc3F)CC2)c(=O)n(C)c1=O | -0.1
22 | O=C(Nc1ccc(C(=O)N2CCCC(CO)C2)cc1)c1ccc(Br)o1 (stereo unspecified) | 0.1
23 | O=C(Nc1cccc(S(=O)(=O)N2CCCC2)c1)c1ccc2c(=O)n3c(nc2c1)CCCCC3 | 3.1
24 | CN1CCN(c2nc3c(c(=O)[nH]c(=O)n3C)n2CCCSc2nnnn2-c2ccccc2)CC1 | 2.0
25 | COc1ccc(S(=O)(=O)N2CCCCCC2)cc1C(=O)N(C)Cc1cccc(OC)c1OC | -2.3
26 | O=C(CNc1cccc(S(=O)(=O)N2CCCC2)c1)Nc1ccc(F)cc1F | -0.8
27 | COc1ccc(-c2coc3c(C(=O)NCc4ccc(F)c(F)c4)cccc23)c(C)c1 | 5.0
28 | CCCCc1ccc(NC(=S)N2CCC(O)CC2)cc1 | -2.0
29 | CC(=C/C(=O)O)/C(=C\c1ccc(Br)o1)C(=O)O | 1.1
30 | COc1ccccc1CC(=O)NN1C(=O)NC2(CCC(C)CC2)C1=O (stereo unspecified) | 3.3

2 entries picked at random from those above, as already listed:
item | SMILES | TbREL1 inh
28 | CCCCc1ccc(NC(=S)N2CCC(O)CC2)cc1 | -2.0
25 | COc1ccc(S(=O)(=O)N2CCCCCC2)cc1C(=O)N(C)Cc1cccc(OC)c1OC | -2.3

Next part:
item | SMILES | TbREL1 inh
31 | CCCCn1c(N)c(N(CCOC)C(=O)C2CCCN(C(=O)c3ccc(Cl)cc3)C2)c(=O)[nH]c1=O (stereo unspecified) | -5.0
32 | Cc1ccc(NC(=O)Nc2ccc3oc(C)nc3c2)cc1 | -1.4
33 | COc1ccc(OC)c(NC(=O)Cn2c(CCC(=O)O)ccc2-c2ccccc2)c1 | -6.3
34 | Cc1occc1C(=O)Nc1nccs1 | 4.1
35 | Cc1cnn(C(=S)NCc2ccco2)c1 | -0.3
36 | CCOC(=O)N1CCN(CC(O)COCc2ccc(OC)c(OC)c2)CC1 (stereo unspecified) | 2.8
37 | COc1cc(C=CC(=O)c2ccccc2)cc(OC)c1OC | -0.9
38 | C1CCC2(CC1)OCC1(CO2)COC2(CCCCC2)OC1 | -2.2
39 | COc1cc(OC)nc(NC(=O)CCl)n1 | -2.2
40 | Cc1cc(C(=O)CSc2nnc(-c3ccco3)o2)c(C)n1Cc1ccco1 | -3.2
41 | Nc1nc(COC(=O)C2CC(=O)N(Cc3ccccc3)C2)nc(Nc2ccccc2)n1 (stereo unspecified) | -0.5
42 | Cc1ccc(S(=O)(=O)N2CCN(S(C)(=O)=O)C2c2ccccc2)cc1 (stereo unspecified) | -2.4
43 | COc1ccc(NC(=O)CSc2c3c(nc4ccccc24)CCCC3)c(OC)c1 | 6.1
44 | CCN(CC(=O)NCc1ccc(Cl)cc1)C(=O)CCOc1ccccc1C | -1.5
45 | COc1cc([N+](=O)[O-])ccc1NC(=O)Nc1cnccn1 | 5.0
46 | Cn1nnc2cc(C(=O)NCc3ccco3)ccc21 | 1.9
47 | Cc1cccc(NC(=S)Nc2ccc(Oc3ccccc3)cc2)n1 | 0.7
48 | CN(C(=S)Nc1ccccc1F)C1(c2ccccc2Cl)CCCCC1=O (stereo unspecified) | 3.1
49 | COc1ccc(-c2ncc3ccccn23)cc1 | -3.5
50 | CC(C)C[C@H]1CNC(=O)C(=O)N1C[C@H](C)NC(=O)Cc1ccccc1 | -0.6
51 | Cc1cc(Cl)ccc1NC(=S)Nc1cccnc1 | -0.5
52 | COc1ccc(C2=Nn3c(nnc3-c3ccccc3)SC2)cc1OC | 0.7
53 | O=C(O)CN1C(=O)CC(Cc2ccccc2)C1=O (stereo unspecified) | 6.5
54 | Cc1ccc2[nH]c(=O)c(NC(N)=S)nc2c1 | 5.7
55 | CCCCN1CC[C@H]2C=CC[C@@H](C(=O)N3CCOCC3)[C@H]2C1=O | 1.1
56 | Cc1cccc(C(=O)N2CCN(c3ccc([N+](=O)[O-])c(NCc4ccco4)c3)CC2)c1 | -0.6
57 | Cc1c(C=O)c2ccccn2c1C(=O)c1cccs1 | 1.9
58 | CN(C)C(CNC(=O)c1cc(S(=O)(=O)N(C)c2ccc(F)cc2)ccc1Cl)c1cccs1 (stereo unspecified) | -0.2
59 | COc1cccc(NC(=O)CN(C)C(=O)c2cccc(S(=O)(=O)Nc3ccccc3OC)c2)c1 | -0.1
60 | Cc1ccc(C(C(=O)NC2CCCCC2)N2CCOCC2)cc1 (stereo unspecified) | -1.2
61 | CC(C)c1cccc(C(C)C)c1NC(=O)CCN1C(=O)NC2(CCCC2)C1=O | -0.1
62 | COc1ccc2oc(=N)c(C(=O)Nc3ccccc3Cl)cc2c1 | -1.7
63 | COC(=O)[C@]12CCCCC=C1N(Cc1ccco1)C(=O)[C@H](CC(=O)N1CCN(C(=O)c3ccco3)CC1)C2 | -3.3
64 | CCC(C)NCC(=O)Nc1ccc(-c2nc3cc(NC(=O)CNC(C)CC)ccc3o2)cc1 (stereo unspecified) | -0.7
65 | CCOC(=O)CNC(=O)CSc1nnc(-c2ccco2)n1Cc1ccco1 | -1.2
66 | Cc1cc(C)c2c(c1)c(C)cc1nnc(SCC(=O)NCc3ccco3)n12 | -1.5
67 | COc1ccc(C(=O)C2CCCN(Cc3ccc4nonc4c3)C2)c(C)c1 (stereo unspecified) | -1.9
68 | COc1ccc(CN2CCC(N(CCc3ccccc3)Cc3ccccc3)CC2)c(OC)c1 | 6.4
69 | COc1ccc(C(=O)N2CCN(c3cccc(Cl)c3)CC2)c(OC)c1 | -0.8
70 | C/C(=N\NC(=O)c1cc(-c2cccc([N+](=O)[O-])c2)n[nH]1)c1ccc(F)cc1 | -0.8
71 | CCc1ccccc1NC(=O)N1CCc2ccccc21 | 0.0
72 | CCc1nc2ccc(C(=O)Nc3cccc(C(C)=O)c3)cc2nc1CC | -0.3
73 | CCCCn1c(N)c(N(CCOC)C(=O)C2CCN(S(=O)(=O)c3ccc(C)cc3)CC2)c(=O)[nH]c1=O | 5.7
74 | CC(=O)NS(=O)(=O)c1ccc(NC(=O)c2ccccn2)cc1 | 4.3
75 | C[C@H](O)[C@@H]1C(=O)N2CCc3c([nH]c4ccccc34)[C@@H]2C[C@@H]1N(C)C(=O)c1cc(Cl)cc(Cl)c1 | 2.1
76 | CCN(CC)c1ccc(S(=O)(=O)N2CCOCC2)cc1NC(=O)CSC(=S)N1CCCC1 | 1.0
77 | COc1cc(/C=C/C(=O)O)cc2c1OCCO2 | -1.7
78 | O=C(NCc1cccc(C(F)(F)F)c1)C1CC(c2ccc(C(F)(F)F)cc2)=NO1 (stereo unspecified) | 2.1
79 | O=S(=O)(Cc1nnnn1-c1ccccc1)c1ccc(F)cc1 | 2.0
80 | Cc1ccc(/C=N/NC(=O)c2csc(C)c2)o1 | -1.6
81 | CCOC(=O)N1CCN(C(=O)CSc2nnc(Cn3c(=O)sc4ccccc43)n2C)CC1 | -2.3
82 | CC(C(=O)NC1CCCCCC1)n1cc([N+](=O)[O-])cn1 (stereo unspecified) | -1.6
83 | CCc1cc2c(=O)c(-c3cnn(-c4ccccc4)c3)c(C)oc2c(CN2CCCCC2)c1O | 3.0
84 | CCN(CC)C(=O)c1c(Cl)nc(C)c([N+](=O)[O-])c1C | 5.1
85 | O=C(O)c1ccc(NC(=O)c2ccccc2Br)c(NC(=O)c2ccccc2Br)c1 | 0.6
86 | COc1ccc(-c2ccc([C@H]3[C@H]4C=CC[C@@H](C)[C@@H]4C(=O)N3Cc3ccccc3)c(F)c2)cc1OC | -1.4
87 | CCc1nc(SCC(=O)N2c3ccccc3Sc3ccccc32)c2ccccc2n1 | 8.0
88 | Cc1ccc(NC(=O)CN(c2ccc3c(c2)OCO3)S(=O)(=O)c2c(C)n[nH]c2C)cc1 | -0.5
89 | Cc1ccc(S(=O)(=O)N2CCCC2C(=O)N2CCc3ccccc3C2)cc1 (stereo unspecified) | 1.7
90 | CC(=O)Nc1sc2c(c1-c1nc3ccccc3s1)CNC2 | 0.9

Three entries out of the list, ordered by SMILES length, rising.
item | SMILES | TbREL1 inh
90 | CC(=O)Nc1sc2c(c1-c1nc3ccccc3s1)CNC2 | 0.9
89 | Cc1ccc(S(=O)(=O)N2CCCC2C(=O)N2CCc3ccccc3C2)cc1 (stereo unspecified) | 1.7
86 | COc1ccc(-c2ccc([C@H]3[C@H]4C=CC[C@@H](C)[C@@H]4C(=O)N3Cc3ccccc3)c(F)c2)cc1OC | -1.4

Remaining list, next part:
item | SMILES | TbREL1 inh
91 | O=C(NN1C(=O)c2ccccc2NC1c1ccc([N+](=O)[O-])o1)c1ccccc1 (stereo unspecified) | 5.0
92 | CCN(CC)S(=O)(=O)c1cccc(NC(=O)COC(=O)C2=COCCO2)c1 | 1.9
93 | OCC[C@@H]1C[C@@H](O)[C@H](O)[C@]2(OCc3ccccc32)O1 | 6.2
94 | CC1CCc2c(sc(NC(=O)CSc3nc(N)cc(=O)[nH]3)c2C(N)=O)C1 (stereo unspecified) | 3.0
95 | Fc1ccc(NC(=S)N2CCN(C/C=C/c3ccccc3)CC2)c(F)c1 | -5.6
96 | COCc1[nH]nc2c1C1(CCC3(CC1)OCCO3)C(C#N)=C(N)O2 | -2.0
97 | Cc1c(N=CN2CCOCC2)c(=O)n(C)c(=O)n1C | 1.0
98 | COc1ccc(N2CCN(C(=O)c3cc4c(s3)-c3ccccc3S(=O)(=O)C4)CC2)cc1 | -3.0
99 | Cc1cc(-c2nnc(SCC(=O)Nc3ccccc3Cl)n2C)no1 | -0.2
100 | O=C(COc1ccc(Cl)cc1)Nc1nnc(C2=COCCO2)o1 | 0.9
101 | Cn1cnnc1SCC(=O)Nc1ccc2nc(SCc3cccc4ccccc34)sc2c1 | 5.9
102 | C=CCSc1nnc(NC(=O)c2cccc(S(=O)(=O)N(C)c3ccccc3)c2)s1 | -1.6
103 | Cc1ccc(CCNC(=O)C2CCC(CNc3c(N4CCCC4)c(=O)c3=O)CC2)cc1 (stereo unspecified) | -0.8
104 | CC(=O)C1=C(C)NC(SCC(N)=O)=C(C#N)C1c1cccnc1 (stereo unspecified) | 4.6
105 | COc1ccccc1NS(=O)(=O)c1ccc2oc(SCc3ccc(F)cc3)nc2c1 | 3.9
106 | COc1ccc(CC(=O)Nc2c3c(nn2-c2ccccc2C)CS(=O)C3)cc1 (stereo unspecified) | 0.1
107 | CCOc1cc(C(=O)OCc2cc(=O)n3c(C)csc3n2)ccc1OC | 0.0
108 | Cc1cc(C)nc(Sc2ccc(/C=C(\C#N)C(=O)Nc3ccccc3)o2)n1 | -4.8
109 | Cc1c(NC(=S)NC(=O)Cc2ccccc2)cccc1C(=O)O | -1.9
110 | Cc1ccccc1-n1nnnc1SCC(=O)NNC(=O)c1ccc(NC(=O)CC#N)cc1 | 0.0
111 | CSc1ncc(C(=O)O)c(C)n1 | 2.9
112 | COc1ccc(CC(=O)NCc2n[nH]c(=S)n2C)cc1 | -7.3
113 | C#CCOCCOCCOCCNc1nc(N2CCN(C(=O)[C@H]([C@@H](C)O)n3cc(CCCCN)nn3)CC2)nc(N2CCN(C(=O)[C@H](Cc3ccc(O)cc3)n3cc(CCO)nn3)CC2)n1 | 7.2
114 | CCCS(=O)(=O)NC(=O)C1(C)CCCN(C(=O)c2ccc(C(=O)OC)cc2)C1 (stereo unspecified) | -1.1
115 | CC(=O)Nc1cccc(-n2nnc(SCC(=O)Nc3ccc(F)c(Cl)c3)n2)c1 | -2.1
116 | COc1cccc(CC(=O)Nc2cc(S(=O)(=O)N3CCCCC3)ccc2C)c1 | 4.4
117 | O=C(O)c1ccc(C(=O)C(=O)c2ccccc2)cc1 | 0.3
118 | Cc1ccc(C(=O)NCC(=O)OCC(=O)N(CC(C)C)c2c(N)n(Cc3ccccc3)c(=O)[nH]c2=O)cc1C | 0.3
119 | O=C(Cc1ccc(Cl)cc1)Nc1ccc(N2CCCC2)cc1 | -2.2
120 | COc1ccc(C(C(O)C(=O)c2c[nH]c3ccccc23)N2CCN(c3ccc(OC)cc3)CC2)cc1 (stereo unspecified) | -5.4
121 | COc1ccccc1OCCCCOc1ccccc1C(C)=O | -1.7
